# High-throughput results as filed in PubChem.
# Rin1 Abl inh: inhibitors of Rin1-Abl protein binding, primary screen, biochemical, TR-FRET; Tyrosine-protein kinase ABL1 (Homo sapiens) + Ras and Rab interactor 1 (Homo sapiens), …; inhibition, % at 7.35 µM; actives 0.4% (n = 360,000); AID 588664, 2011; in the data active = inhibition above about 5%, passing the limit was not always enough
# CSN inh: inhibitors of CSN-mediated cullin deneddylation, primary screen, biochemical, fluorescence polarization, uHTS | inhibition, % at 12.5 µM | actives 0.38% (n = 360,000) | Purified CSN, SCF-Nedd8-OG deneddylation | COP9 signalosome complex subunit 5 (Homo sapiens), Q92905 | AID 651999, 2013;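 active = pattern-corrected inhibition above about 35%, with an unprinted fluorescence ratio check between 0.5 and 1.5, limit read from the data, passing the limit was not always enough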;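 note: 0% = enzyme with substrate and 100% = substrate without enzyme; some results filed as inactive read as strong as hits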
#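 Assay system: purified human Csn5 enzyme expressed in HEK293T cells; measure: % inhibition; also added: SCFSkp2-Nedd8OG substrate at 10 nM final; technique: fluorescence polarization; times: reaction 90 min, room temperature; medium: Tris buffer pH 7.5, NaCl, DTT, Tween-20, trehalose, ovalbumin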
# Rpn11 block: Rpn11 (PSMD14) deubiquitinase inhibitors, primary screen, biochemical, fluorescence polarization, uHTS; human 26S proteasome, Ub4-pepOG fluorescence polarization; 20S core pre-blocked with epoxomicin; 26S proteasome non-ATPase regulatory subunit 14 (Homo sapiens), O00487; calls only at 20 µM; actives 0.59% (n = 360,000); AID 588493, 2011;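 active = inhibition at 20 µM, scaled to each plate's controls, above about 33%, limit read from the data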
# LMPTP inh: LMPTP phosphatase inhibitors, primary screen, biochemical, fluorescence intensity, uHTS; inhibition, % at 20 µM; Low molecular weight phosphotyrosine protein phosphatase (Homo sapiens), P24666; recombinant LMPTP-A, OMFP fluorogenic substrate; actives 0.22% (n = 360,000);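 active = compounds that cut the enzyme signal by at least half of the control window in the single-dose screen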;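 note: plate controls were DMSO wells with enzyme plus substrate for no effect and substrate without enzyme for full effect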
# Target sequence (P24666 whole entry, looked up): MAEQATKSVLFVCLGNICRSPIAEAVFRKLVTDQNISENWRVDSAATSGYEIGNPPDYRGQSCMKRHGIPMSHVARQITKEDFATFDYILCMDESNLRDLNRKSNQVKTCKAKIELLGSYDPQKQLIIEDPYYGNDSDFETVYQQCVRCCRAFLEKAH
#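 Test system: LMPTP-A phosphatase enzyme. Amount: LMPTP-A at 0.625 nM final in the reaction. Reagent: OMFP substrate, 400 µM final. Times: 50 min at room temperature. Signal: endpoint fluorescence intensity from OMFP dephosphorylation. Read-out basis: % inhibition. Benchmarks: no-enzyme and uninhibited controls.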
# DNMT1 block: human DNMT1 methyltransferase inhibitors, primary screen, biochemical, molecular beacon, fluorescence, HinP1I cleavage, uHTS; AID 588458, 2011; inhibition (reported as % activation of signal), % at 10 µM; DNA (cytosine-5)-methyltransferase 1 (Homo sapiens), P26358; actives 0.83% (n = 360,000); in the data active = inhibition above about 50%
# NadD inh: inhibitors of S. aureus NadD, primary screen, biochemical, colorimetric, uHTS. Nicotinate-nucleotide adenylyltransferase NadD (Staphylococcus aureus N315). purified NadD enzyme, colorimetric absorbance read-out. inhibition, % at 20 µM. actives 0.78% (n = 360,000). AID 602399, 2012; in the data active = inhibition above about 26%; note: some compounds past the cut are filed as inactive
# Neddylation inh: inhibitors of cullin neddylation, primary screen, biochemical, TR-FRET, uHTS, NAE and Ubc12; calls only at 25 µM; actives 0.58% (n = 360,000); in the data active = inhibition above about 36%
# STEP inh: STEP phosphatase inhibitors, primary screen, biochemical, fluorescence intensity, uHTS; Tyrosine-protein phosphatase non-receptor type 5 (Homo sapiens), P54829; recombinant STEP, OMFP fluorogenic substrate; inhibition, % at 20 µM; actives 0.25% (n = 360,000); AID 588621, 2011;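 active = inhibition at 20 µM, scaled per plate between control wells, above about 37%, limit read from the data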;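 note: 0% = DMSO with enzyme and substrate and 100% = substrate only without enzyme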
# Target sequence (P54829 whole entry, looked up): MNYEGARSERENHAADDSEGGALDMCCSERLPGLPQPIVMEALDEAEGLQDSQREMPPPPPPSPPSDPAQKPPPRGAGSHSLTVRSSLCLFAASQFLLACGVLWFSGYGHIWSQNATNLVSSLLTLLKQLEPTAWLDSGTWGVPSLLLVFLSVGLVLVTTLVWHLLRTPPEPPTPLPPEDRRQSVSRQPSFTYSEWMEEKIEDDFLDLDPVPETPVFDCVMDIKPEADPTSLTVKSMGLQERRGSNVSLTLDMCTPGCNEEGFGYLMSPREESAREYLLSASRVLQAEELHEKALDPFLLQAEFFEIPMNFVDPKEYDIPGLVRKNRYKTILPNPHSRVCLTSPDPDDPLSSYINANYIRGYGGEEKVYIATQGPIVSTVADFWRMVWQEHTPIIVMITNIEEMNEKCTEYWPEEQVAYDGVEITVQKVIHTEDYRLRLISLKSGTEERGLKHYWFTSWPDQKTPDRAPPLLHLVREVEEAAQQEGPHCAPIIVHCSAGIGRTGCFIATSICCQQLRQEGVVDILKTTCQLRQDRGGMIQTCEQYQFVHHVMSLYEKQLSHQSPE
#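 Also added – OMFP at 25 µM · Test system – STEP tyrosine phosphatase · Technique – FITC-channel fluorescence of OMFP product · Schedule – 20 min at room temperature, dark · Evaluation – control-normalized % inhibition with plate pattern correction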
# SUMO1 PPI mod: modulators of SUMO1 protein-protein interactions, primary screen, biochemical, uHTS | SUMO1 binding to a labelled peptide, TR-FRET, 1 h | inhibition, % at 20 µM | actives 0.33% (n = 360,000) | AID 602429, 2012; in the data active = inhibition above about 37%
# Target sequence (P63165 whole entry, looked up): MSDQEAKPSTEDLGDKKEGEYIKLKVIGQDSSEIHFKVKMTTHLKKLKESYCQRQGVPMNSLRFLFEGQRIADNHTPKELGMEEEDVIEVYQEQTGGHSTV
# Scp1 inh: Scp-1 phosphatase inhibitors, primary screen, biochemical, colorimetric, uHTS | Carboxy-terminal domain RNA polymerase II polypeptide A small phosphatase 1 (Homo … | Recombinant Scp1, phosphopeptide, malachite green phosphate absorbance | inhibition, % at 20 µM | actives 0.88% (n = 340,000) | AID 493091, 2011;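 active = inhibition above about 50% at 20 µM, limit read from the data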;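 note: plate controls were DMSO wells with enzyme for no effect and wells lacking enzyme for full effect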
# Target sequence (Q9GZU7 76-261 limits assumed): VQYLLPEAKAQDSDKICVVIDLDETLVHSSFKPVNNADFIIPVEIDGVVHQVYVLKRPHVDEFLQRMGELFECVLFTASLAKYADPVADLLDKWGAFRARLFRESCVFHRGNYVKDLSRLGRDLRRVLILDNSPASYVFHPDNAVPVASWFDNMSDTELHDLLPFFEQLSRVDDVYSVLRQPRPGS
#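 Incubation: 45 min enzyme reaction at room temperature / System: truncated SCP-1 phosphatase (76-261aa) / Reagent: Phospho 17-mer peptide substrate / Buffer or medium: Acidic Tris acetate buffer with magnesium and detergent / Signal: absorbance at 630 nm / Doses: one concentration, 20 µM, with 1.0% DMSO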
# * marks the source's active call; other numbers are inactive results; i = inactive; / = not tested or not shown; + = active, no number. Compounds were not picked by outcome; overall some 3.8% were active at least once.
# Every second line gives: Rin1 Abl inh, CSN inh, Rpn11 block, LMPTP inh, DNMT1 block, NadD inh, Neddylation inh, STEP inh, SUMO1 PPI mod, Scp1 inh
CCCNC(=O)c1ccc(N(Cc2ccccc2)S(C)(=O)=O)cc1
→ -3, -3, i, -0.8, 2, -5, i, -2, -10, 12
CCOc1ccc(CCNC(=O)c2ccc(C)c(N3CCCC3=O)c2)cc1OCC
→ -3, 1, i, -0.2, 1, -2, i, -1, 0, -10
Nc1cc(-c2ccc(Br)cc2)[nH]n1
→ -4, -1, i, 1.3, -6, 3, i, 0, 0, -5
C=CCC(C=C)[N+]1(CC(=O)OC)CCCCC1 (stereo not drawn)
→ 3, -14, i, 1.5, 2, -6, i, 3, 3, -1
O=C1c2ccccc2C(=Cc2cccnc2)c2ccccc21
→ -1, 4, i, 1.3, -24, 10, i, 0, -23, /
O=C(NNc1nccc(C(F)(F)F)n1)Nc1cccc(Cl)c1
→ -2, -3, i, 1.1, 2, -3, i, -1, -2, -4
Cn1nc(CC(=O)Nc2cccc3ncccc23)c2ccccc2c1=O
→ 0, -2, i, -0.3, 0, 2, i, -6, -4, -13
Nc1nc2c(C(=O)N3CCOCC3)nnn2c2ccccc12
→ -2, -1, i, -0.5, 6, -1, /, 0, 2, -11
COc1cc(OC)cc(C(=O)NCCCN2CCOCC2)c1
→ 2, 1, i, -1.4, 2, 0, i, -3, 22, -7
COc1ccnc(NCc2cccc(C(F)(F)F)c2)c1C#N
→ -2, 3, i, -1.7, 0, -2, i, 9, 2, -8
CCOc1ccc(NC(=O)CCNC(=O)Cn2ccc3ccccc3c2=O)cc1
→ 0, 1, i, 2.8, 2, 0, i, -1, 8, 0
CCCc1cc(=O)[nH]c(NCCc2ccccc2)n1
→ -2, -3, i, -1.5, 0, 1, i, 0, 3, -5
Cc1ccc(C(=O)CC2C(=O)N(c3ccccc3)C(=S)N2c2ccccc2)cc1 (stereo not drawn)
→ 1, -1, i, 2.7, -5, 7, i, -1, 1, -5
O=C(CCn1c(=O)c2sccc2n(CC(=O)OCc2ccccc2)c1=O)NCc1ccccc1
→ 0, -6, i, 0.0, 0, 1, i, 0, -1, -3
O=C(CN1CCN(Cc2ccccc2)C1=O)NCc1ccc(Cl)cc1
→ -3, -4, i, 0.0, 3, 2, i, 0, 2, -10
CCCN1C(=O)c2cc(C(=O)NCCc3cccc(C)c3)ccc2C1O (stereo not drawn)
→ 2, -3, i, -1.1, 2, 5, i, -1, 4, -6
Cc1cc(NC(=O)c2ccoc2C)no1
→ 0, -7, i, -0.8, 7, -5, i, 0, 2, -7
CC1CCN(c2nc3nonc3nc2Nc2ccc(F)cc2)CC1
→ 0, -6, i, 0.2, 2, -6, i, -2, -22, -7
N#CCc1nn(-c2ccc(F)cc2)c(N)c1C#N
→ 2, 2, i, -0.5, -4, 4, i, -1, 14, -3
COc1ccc(-c2ccc(C(=O)NC3CCCCC3)c3occc23)c(C)c1
→ -2, -3, i, 9.0, 10, 6, +, 2, -3, /
O=C(O)Cc1cc(=O)[nH]n(-c2ccccc2)c1=O
→ 0, 5, i, -0.2, -7, -2, i, 4, 4, -2
COc1ccc(F)c(CN2CCC(n3nccc3NC(=O)C3CCOC3)CC2)c1 (stereo not drawn)
→ 4, 3, i, -1.4, -1, -3, i, -3, 3, -4
C[C@H](NC(=O)N1CCC(Cc2ccccc2)CC1)C(=O)O
→ 6, -1, i, -2.3, -1, -5, i, -2, 9, -6
CC(OC(=O)CCN1C(=O)c2cccc([N+](=O)[O-])c2C1=O)C(=O)Nc1cc(Cl)cc(Cl)c1 (stereo not drawn)
→ -2, -3, i, 0.9, -3, -5, i, 0, -16, -5
CCc1ccccc1NC(=O)CSc1nnc(-c2cc(C)[nH]n2)n1N
→ 1, -3, i, -0.9, 0, 6, i, 0, -1, -5
Cc1cccc(Nc2nnc(SCC(=O)NCc3cccs3)s2)c1C
→ -4, -7, i, -0.8, 6, -6, i, -2, 1, -8
Cc1ccc(NC(=O)CN2C(=O)NC3(CCCc4ccccc43)C2=O)c([N+](=O)[O-])c1 (stereo not drawn)
→ 1, 1, i, -1.1, 1, -3, i, 0, -34, 1
CCOC(=O)C1(CCc2ccccc2)CCN(C(=O)c2ccoc2)CC1
→ 2, 3, i, 0.0, -1, -8, i, 2, 3, -3
COc1ccc(C(=O)CCC(=O)N2CCN(c3ccc([N+](=O)[O-])cc3)CC2)cc1
→ 0, 4, i, 19, 8, 2, i, 7, 2, -11
CCn1c(SCC(=O)Nc2oc(-c3ccccc3)c(-c3ccccc3)c2C#N)nnc1-c1ccco1
→ -3, 4, i, 4.0, -9, 29*, i, 1, 6, 4
CC(c1ccccc1)C1CC(=O)N(Cc2ccccc2)C1=O (stereo not drawn)
→ 4, -1, i, -1.4, 0, 0, i, -3, 2, -13
CCOC(=O)CSc1ccc(C(=O)NCCN2CCOCC2)cc1[N+](=O)[O-]
→ 1, -2, i, -2.2, 3, 0, i, 0, -29, -7
O=[N+]([O-])c1cnccc1Nc1ccc(Cl)cc1
→ -1, 0, i, -0.7, 1, -6, i, -2, -27, 7
Cc1ccc(NC(=S)Nc2ccc3[nH]c(=O)[nH]c3c2)cc1
→ 0, 6, i, -1.5, -1, 5, i, 1, 0, -17
NNC(=O)/C=C/c1ccc(Cl)cc1Cl
→ 0, 1, i, -0.8, 3, 2, i, -3, -9, -4
O=C(Cn1cnc2ccccc2c1=O)Nc1cccc(-c2nnc3n2CCCCC3)c1
→ 4, -4, i, 0.4, 1, -1, i, 1, 1, 2
CCOC(=O)C1=C(COC(=O)c2cc(Br)c(Br)s2)NC(=O)NC1C (stereo not drawn)
→ 1, -1, i, 2.3, -1, -6, i, 1, 7, -9
COc1ccc(C(=O)CCC(=O)Nc2cccnc2)cc1
→ -2, 1, i, -0.6, 0, -4, i, 6, 2, -14
Cn1c(SCC(=O)NCCc2ccccc2)nc2c([nH]c3ccccc32)c1=O
→ 2, 1, i, 0.3, -1, 2, i, 2, 0, -7
CC(=O)N(c1cccc(Br)c1)c1nc(C)cc(C)c1C#N
→ 0, 3, i, -0.5, -4, -5, i, -2, -4, -10
CCOC(=O)N1CCN(S(=O)(=O)N2CCCC(C(=O)NC(C)c3ccccc3)C2)CC1 (stereo not drawn)
→ 3, 2, i, -0.4, -1, 0, i, -3, -2, 3
CN(c1ccccc1)S(=O)(=O)c1cccc(NC(=O)Nc2ccc(Cl)cc2C#N)c1
→ -1, -3, i, 0.2, 4, 5, i, -3, 6, -4
CN1CCN(c2ccc([N+](=O)[O-])cc2C(=O)c2ccc(Cl)cc2)CC1
→ -4, 3, i, 2.0, -5, 2, i, -1, -15, 0
COc1ccc(C2(O)C(=O)Nc3ccccc32)cc1 (stereo not drawn)
→ 1, 2, i, 0.5, 3, 0, i, -1, -3, -6
COc1cc(NS(=O)(=O)c2ccc3c(c2)n(C)c(=O)n3C)cc(OC)c1
→ -1, 1, i, -1.1, -2, 2, i, 5, -1, -2
Nc1ccc(S(=O)(=O)Nc2nccc(/C=C/c3cccc([N+](=O)[O-])c3)n2)cc1
→ 0, 0, i, 1.8, 2, 7, i, 3, 3, /
CCN(CC)S(=O)(=O)c1ccc(OCC(=O)NC(=O)Cc2ccccc2)c([N+](=O)[O-])c1
→ 2, -2, i, 0.8, 2, -1, i, 4, -29, -8
CN(C)S(=O)(=O)c1cc(NC(=O)CSc2nn(-c3ccc(Cl)cc3)c(=S)s2)ccc1Cl
→ -2, 2, i, 3.2, -15, 6, i, 0, -4, -18
NC(=O)CSc1nnc(-c2ccncc2)n1-c1ccc(Cl)cc1
→ -2, 2, i, -2.7, 0, 9, i, 1, -2, -2
CC(NC(=O)CCNC(=O)c1ccco1)c1ccc(F)cc1 (stereo not drawn)
→ 0, 3, i, 1.1, 0, -3, i, -2, 3, 7
O=C(CN(C(=O)CCC(=O)Nc1nccs1)c1ccccc1F)NCCc1ccccc1
→ 0, 4, i, 1.1, 1, -5, i, 0, 3, -5
CC(C)c1ccc(NC(=O)Nc2cc3sccc3n2C)cc1
→ 1, 7, i, -1.8, -7, 42*, i, -2, 0, -10
O=C(NCc1ccccc1)c1ccc(S(=O)(=O)C(F)F)cc1
→ -1, 3, i, 0.3, 1, 0, i, 0, 4, 0
Cc1ccc2c(c1)c1c(n2CC(O)CN2CCCCCC2)CCCC1 (stereo not drawn)
→ 0, -1, i, -1.3, -3, -12, i, 0, -6, 10
CSc1ccc(S(=O)(=O)NCC(=O)OCC(=O)N2CCCCC2C)cc1[N+](=O)[O-] (stereo not drawn)
→ 0, -1, i, 0.2, 1, 3, i, 4, -26, -3
Cc1cc(NC(=O)CSc2nc3[nH]c(=O)cc(O)c3s2)ccc1Br
→ 0, 5, i, 1.4, -3, 5, i, 3, 7, 4
CCOC(=O)Cn1c(-c2cccnc2Cl)nc2ccccc21
→ 1, 1, i, 0.1, 1, -5, i, 2, -4, -8
O=[N+]([O-])c1cccc(/C=N/N2CCN(Cc3ccc(Cl)cc3)CC2)c1
→ -4, 2, i, 3.1, -2, 6, i, 4, -14, -10
COc1ccc(CNC(=O)COc2ccc(S(=O)(=O)N3CCCCC3)cc2)cc1
→ 2, 4, i, 1.9, 2, -8, i, 0, -2, -7

# Single records, from the list above:
# Entry for `Cc1ccc2c(c1)c1c(n2CC(O)CN2CCCCCC2)CCCC1` (stereo not drawn) → Rin1 Abl inh: 0; CSN inh: -1; Rpn11 block: i; LMPTP inh: -1.3; DNMT1 block: -3; NadD inh: -12; Neddylation inh: i; STEP inh: 0; SUMO1 PPI mod: -6; Scp1 inh: 10
# Entry for `CCOC(=O)Cn1c(-c2cccnc2Cl)nc2ccccc21` → Rin1 Abl inh: 1; CSN inh: 1; Rpn11 block: i; LMPTP inh: 0.1; DNMT1 block: 1; NadD inh: -5; Neddylation inh: i; STEP inh: 2; SUMO1 PPI mod: -4; Scp1 inh: -8
# Entry for `CN(C)S(=O)(=O)c1cc(NC(=O)CSc2nn(-c3ccc(Cl)cc3)c(=S)s2)ccc1Cl` → Rin1 Abl inh: -2; CSN inh: 2; Rpn11 block: i; LMPTP inh: 3.2; DNMT1 block: -15; NadD inh: 6; Neddylation inh: i; STEP inh: 0; SUMO1 PPI mod: -4; Scp1 inh: -18
